Gli-Sufu antag = blocks Gli-Sufu signaling in a luciferase reporter | inhibition, % at 5 µM | Sufu-KO-LIGHT fibroblasts, Gli luciferase reporter luminescence | AID 588413 | actives 0.74% (n = 340,000);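 active = inhibition above about 55%, limit read from the data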;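 also: 0% = DMSO-treated cells and 100% = wells with medium but no cells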
CCR6 antag = blocks CCL20-driven beta-arrestin recruitment at human CCR6; P51684; CHO-K1 CCR6 PathHunter beta-arrestin, luminescence, CCL20-stimulated; inhibition, % at 20 µM; actives 0.49% (n = 340,000);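 active = compounds whose inhibition of the agonist-driven luminescence signal at 20 µM reaches about 50%, limit read from the data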;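 also: cells stimulated with CCL20 at 14 nM final; plate controls were DMSO with CCL20 for no effect and DMSO without agonist for full effect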
ATG4B inhibitor = ATG4B (human) cysteine protease inhibition. Q9Y4P1. inhibition, % at 8.33 µM. actives 0.51% (n = 340,000). ATG4B cleavage of LC3-PLA2, NBD-HPC fluorescence, 1 h; in the data active = inhibition above about 40%
UBC13 inh = human UBC13 polyubiquitination inhibition; P61088; UBC13 polyubiquitin chain formation, TR-FRET; inhibition, % at 20 µM; actives 0.47% (n = 330,000); in the data active = inhibition above about 45%, passing the limit was not always enough
APJ antag = antagonists of human APJ apelin receptor. P35414. CHO-K1 APJ beta-arrestin complementation, luminescence. inhibition, % at 20 µM. actives 0.32% (n = 330,000). AID 2521;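 active = inhibition above about 40% at 20 µM, limit read from the data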;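 also: cells challenged with 10 nM apelin-13 agonist together with compound; plate controls were apelin-13 plus DMSO wells for no effect and DMSO wells lacking apelin-13 for full effect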
Target sequence (P35414 whole entry, looked up): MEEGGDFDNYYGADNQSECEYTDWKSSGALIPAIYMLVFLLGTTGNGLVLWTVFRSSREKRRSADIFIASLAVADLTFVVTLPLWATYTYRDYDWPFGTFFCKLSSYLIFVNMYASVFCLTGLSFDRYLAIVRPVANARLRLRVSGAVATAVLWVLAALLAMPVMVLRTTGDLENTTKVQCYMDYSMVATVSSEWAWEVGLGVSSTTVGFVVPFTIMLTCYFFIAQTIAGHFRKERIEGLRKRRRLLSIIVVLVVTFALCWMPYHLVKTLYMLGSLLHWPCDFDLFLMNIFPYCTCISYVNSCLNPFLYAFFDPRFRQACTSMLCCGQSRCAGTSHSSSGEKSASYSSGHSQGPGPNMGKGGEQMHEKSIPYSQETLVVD
CXCR6 inh = inhibitors of human CXCR6 receptor. O00574. CHO-K1 PathHunter CXCR6 beta-arrestin, luminescence. inhibition, % at 20 µM. actives 0.36% (n = 360,000). AID 602244; in the data active = inhibition above about 34%, passing the limit was not always enough;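 also: antagonist mode with CXCL16 agonist at 10 nM final; 0% = 10 nM CXCL16 with DMSO and 100% = unstimulated wells without agonist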
Target sequence (O00574 whole entry, looked up): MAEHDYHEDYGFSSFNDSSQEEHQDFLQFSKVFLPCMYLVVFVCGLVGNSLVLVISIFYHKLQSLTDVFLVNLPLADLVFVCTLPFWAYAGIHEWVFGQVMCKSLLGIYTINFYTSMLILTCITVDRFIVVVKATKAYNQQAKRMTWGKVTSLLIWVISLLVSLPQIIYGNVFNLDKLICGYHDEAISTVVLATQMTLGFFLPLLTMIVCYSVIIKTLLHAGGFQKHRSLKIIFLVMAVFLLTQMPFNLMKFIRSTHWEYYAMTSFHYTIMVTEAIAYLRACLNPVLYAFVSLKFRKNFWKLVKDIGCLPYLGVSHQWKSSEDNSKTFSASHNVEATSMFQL
APJ ag = activates the human apelin receptor APJ; P35414; CHO-K1 APJ PathHunter beta-arrestin, luminescence; 0% DMSO wells, 100% apelin; activation, % at 20 µM; actives 0.11% (n = 330,000); AID 2520;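 active = activation more than six SD over the plate average, tested at 20 µM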;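 also: 0% = DMSO alone and 100% = apelin-13 at 10 nM; some results filed as inactive read as strong as hits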
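Assay system: CHO-K1 APJ beta-arrestin complementation cell line / Compound: single test compound dose, 20 µM final, 1% DMSO / Times: overnight seeding, 90 min compound at 25 °C, 1 h detection / Technique: beta-gal luminescence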
EBI2 antag = blocks human EBI2 receptor beta-arrestin signaling. P32249. EBI2 beta-arrestin recruitment, luminescence, 7a,25-OHC stimulated. inhibition, % at 5 µM. actives 0.81% (n = 360,000); in the data active = inhibition above about 38%;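 also: enzyme fragment complementation signal reports receptor beta-arrestin coupling in cells; 0% = agonist plus DMSO wells and 100% = wells without agonist; some results beyond the cut were filed as inactive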
Target sequence (P32249 whole entry, looked up, the tested form may be a part): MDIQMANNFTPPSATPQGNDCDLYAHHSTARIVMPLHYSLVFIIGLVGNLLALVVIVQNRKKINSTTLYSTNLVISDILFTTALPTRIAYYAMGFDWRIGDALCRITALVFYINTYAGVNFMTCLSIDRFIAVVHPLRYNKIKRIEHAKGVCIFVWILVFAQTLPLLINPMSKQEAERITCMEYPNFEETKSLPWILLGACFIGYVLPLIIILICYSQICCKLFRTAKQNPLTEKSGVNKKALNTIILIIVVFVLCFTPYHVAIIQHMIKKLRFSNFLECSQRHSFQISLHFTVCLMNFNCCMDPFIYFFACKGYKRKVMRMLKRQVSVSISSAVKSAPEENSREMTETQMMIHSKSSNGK
Starred values were filed as active, the others as inactive; / = not tested or not shown.

SMILES | Gli-Sufu antag | CCR6 antag | ATG4B inhibitor | UBC13 inh | APJ antag | CXCR6 inh | APJ ag | EBI2 antag
Cc1cc(C)c(C(=O)Nn2c(C)nc3ccccc3c2=O)cc1C | 8.2 | 7.9 | -3.8 | 10.9 | 14.9 | -3.2 | -2.0 | -8.4
CSc1ccccc1NC(=O)CN1CC(C)OC(C)C1 (configuration not stated) | -17.7 | 6.0 | -2.1 | 8.0 | 24.8 | -2.9 | -3.9 | 0.5
CCOC(=O)c1cn(CC)c2cc(N3CCOCC3)c(F)cc2c1=O | 13.3 | -1.9 | -4.7 | 3.7 | -21.9 | 5.2 | -0.2 | -3.4
CC(C)CN(CC(C)C)S(=O)(=O)c1cc([N+](=O)[O-])ccc1N1CCCCCC1 | -1.6 | 18.9 | -5.9 | -11.8 | 29.7 | 10.5 | -10.5 | 7.8
COc1ccc(/C=C2\N=C(SC)N(c3ccccc3OC)C2=O)cc1 | -13.5 | 4.9 | 4.6 | 8.3 | -18.9 | 1.2 | -2.9 | 3.1
COc1ccc(N2CCC(CNC(=S)Nc3cccc(C)c3)C2)cc1 (configuration not stated) | 15.9 | 1.0 | 10.4 | 1.8 | 7.9 | 5.1 | -1.5 | 0.9
O=C(NCc1ccco1)C(=O)NCC1OCCN1S(=O)(=O)c1ccc(F)cc1 (configuration not stated) | 1.0 | 2.4 | -10.0 | 3.7 | -2.9 | 3.6 | 1.4 | -5.9
CCOc1ccc(NC(=O)c2csc3c2CCCC3)cc1 | -56.9 | 9.2 | 2.9 | 14.9 | -4.0 | -1.4 | -5.1 | 15.9
O=C(Nc1cc2c3c(c1)C1CCCC1CN3CC1CCCC21)c1ccc([N+](=O)[O-])cc1 (configuration not stated) | 72.5* | 10.7 | 13.1 | -18.7 | -2.9 | 20.6 | -5.1 | 20.5
Cc1cccc(-c2nnc(NC(=O)c3cccs3)s2)c1 | -51.0 | 6.2 | -7.5 | 0.5 | 12.0 | 2.5 | -5.1 | -1.5
O=C(Nc1cccc(-c2cccc(Cl)c2)c1)C1CCN(CC2CCOC2)CC1 (configuration not stated) | 21.8 | 25.0 | -9.4 | 29.7 | -8.4 | -0.6 | 0.6 | 4.3
COc1ccc(N(CC(=O)NCCSc2ccccc2)S(=O)(=O)c2ccccc2)c(OC)c1 | -2.3 | 14.8 | 1.1 | 17.4 | -2.1 | -0.2 | 1.1 | 44.6*

2 entries from above, with two lines to a compound:
Every second line gives: Gli-Sufu antag | CCR6 antag | ATG4B inhibitor | UBC13 inh | APJ antag | CXCR6 inh | APJ ag | EBI2 antag
CCOc1ccc(NC(=O)c2csc3c2CCCC3)cc1
→ -56.9 | 9.2 | 2.9 | 14.9 | -4.0 | -1.4 | -5.1 | 15.9
O=C(Nc1cc2c3c(c1)C1CCCC1CN3CC1CCCC21)c1ccc([N+](=O)[O-])cc1 (configuration not stated)
→ 72.5* | 10.7 | 13.1 | -18.7 | -2.9 | 20.6 | -5.1 | 20.5

The list continues.
SMILES | Gli-Sufu antag | CCR6 antag | ATG4B inhibitor | UBC13 inh | APJ antag | CXCR6 inh | APJ ag | EBI2 antag
Cc1cc(C)c(C)c(C(=O)COC(=O)CNC(=O)CN2C(=O)c3ccccc3C2=O)c1C | -2.2 | 1.6 | -0.5 | -10.7 | -17.1 | 7.5 | -3.1 | -8.6
O=S(=O)(c1ccc(F)cc1)c1nc(-c2ccc(F)cc2)oc1NCCN1CCOCC1 | -3.0 | -0.9 | -13.8 | / | / | -7.4 | / | 1.2
O=C(COC(=O)c1cccc(S(=O)(=O)N2CCCCCC2)c1)NCc1ccc(Cl)cc1 | -14.3 | 19.3 | -10.0 | -1.9 | -37.2 | 3.6 | -1.8 | -4.1
O=C(Nc1cc(C(F)(F)F)ccc1N1CCOCC1)c1cccnc1 | 9.8 | 0.2 | 2.3 | -7.9 | 7.7 | 4.8 | -6.9 | -10.6
O=C(Nc1c2c(nn1-c1ccccc1)CS(=O)(=O)C2)c1cccs1 | 0.6 | 14.2 | 6.2 | -1.9 | 7.2 | 7.0 | -3.4 | 3.5
CS(=O)(=O)c1cccc(C(=O)OCC(=O)NCc2cccs2)c1 | 8.2 | 0.1 | -5.7 | 4.1 | 4.0 | 0.7 | -4.1 | 4.0
CC(=O)CC(=O)Nc1ccc2ccccc2c1 | 3.2 | -8.1 | 2.3 | -0.1 | -5.4 | -10.4 | 2.4 | -6.8
O=C(O)CCc1nc2ccccc2c(=O)[nH]1 | 8.5 | 12.6 | 2.0 | 0.6 | 16.4 | 5.2 | -3.4 | 2.7
CC1(C)CC(=O)C2=C(C1)NC(Nc1nc3ccccc3o1)=NC21CCCCC1 | 9.6 | -6.5 | -3.8 | -6.5 | 8.8 | -2.9 | 1.1 | 13.5
COc1ccc(C(=O)Nc2nnc(SCC(=O)NC3CCCC3)s2)c(OC)c1 | -37.1 | 14.4 | 3.1 | 11.0 | -30.4 | -1.0 | -2.1 | 5.8
COC(=O)[C@H](CC(C)C)NC(=O)Cn1cnc2c(SC)nc(N)nc21 | 2.5 | 4.4 | -7.8 | 9.0 | -5.9 | -2.1 | -0.8 | 0.8
COc1ccc(/C(C)=N/OCC(=O)Nc2nc3ccccc3s2)cc1 | -7.3 | 16.6 | 3.6 | 8.1 | -6.9 | 2.3 | 4.9 | -4.3
CCOC(=O)[C@H]1[C@H]2COc3cc(OC)ccc3[C@@H]2N2C(=O)c3cc(F)c(F)cc3NC(=O)[C@@]12C | 2.4 | 10.3 | -13.9 | -1.2 | -0.7 | -3.3 | 1.9 | 1.7
CCOC(=O)CSc1ccc2ccccc2n1 | -16.3 | -3.9 | 1.7 | 33.2 | 10.1 | -6.3 | 1.5 | -4.6
COc1ccc(S(=O)(=O)Cc2ccc(C(=O)NCCCN3CCc4ccccc4C3)o2)cc1 | 1.7 | 12.2 | -6.4 | 4.8 | -7.6 | 1.9 | -1.6 | 3.3
CC(C)(C)c1ccc(C(=O)OCC(=O)N2CCC(c3ccccc3)=N2)cc1 | -0.4 | 13.4 | 6.7 | -0.7 | 6.9 | -4.6 | -4.7 | 14.6
O=C(COc1ncnc2ccccc12)Nc1cc([N+](=O)[O-])ccc1Cl | -4.8 | -1.3 | -3.1 | -2.1 | 0.4 | 6.5 | -0.8 | 5.7
CCCCNC(=O)CSc1nc2cc3c(cc2c(=O)n1CCCN(CC)CC)OCO3 | 10.2 | 6.3 | -0.8 | 0.5 | 5.2 | 12.4 | -5.2 | -0.1
O=C(Nc1ccc(F)cc1F)c1ccc(-n2cccn2)nc1 | 0.1 | 5.3 | -3.1 | -6.2 | 14.7 | 2.2 | -0.3 | 3.8
CN1C(=O)c2ccc(NC(=O)c3cccc4ccccc34)cc2C1=O | 4.1 | 7.0 | 6.0 | 9.8 | 12.9 | -1.9 | 0.5 | -3.4
COC(=O)c1cccc(NC(=O)c2cc3sccc3n2C)c1 | -61.2 | 9.8 | 5.7 | 9.7 | -0.9 | -6.9 | -2.2 | 11.2
CC(C)[C@H](NC(=O)OCc1ccccc1)C(=O)OCC(=O)N1CCN(c2ccc(F)cc2)CC1 | -8.6 | 14.1 | 0.9 | 1.1 | 25.2 | -12.2 | -2.3 | -10.2
CCN(CC(=O)NC1CCS(=O)(=O)C1)c1ccc([N+](=O)[O-])cc1C#N (configuration not stated) | -11.4 | 16.2 | -3.8 | -31.5 | -0.7 | 7.8 | 11.3 | 0.6
Cc1ccc(C(=O)N(CCC2=CCCCC2)c2c(N)n(Cc3ccccc3)c(=O)[nH]c2=O)o1 | 5.1 | 13.2 | -0.9 | -3.2 | -10.9 | 5.8 | -5.7 | 11.1
COc1cc(/C=N/NC(=O)c2cc(-c3cccs3)nc3ccccc23)ccc1O | -4.1 | 14.5 | -14.1 | -24.0 | -4.3 | -1.0 | -4.7 | 9.4
CN(C)S(=O)(=O)c1cccc(NC(=O)CSc2nnnn2-c2ccccc2)c1 | 8.2 | 5.6 | -4.8 | -10.5 | -8.3 | 4.2 | 2.5 | 6.5
CCOC(=O)c1c(NC(=O)CSc2nnnn2C)sc(C(=O)N(C)C)c1C | 8.6 | 16.6 | -0.6 | -2.2 | -25.3 | 13.2 | -0.2 | -2.1
N#Cc1cccc(NC(=O)c2cncn2-c2ccccc2)c1 | -1.1 | 5.3 | -13.2 | -0.5 | -0.1 | -0.7 | -0.4 | -0.8
O=C(NN=C1CCCC1)c1[nH]c2ccc(Cl)cc2c1-c1ccccc1 | 2.6 | -12.4 | 14.4 | 4.3 | -3.9 | -17.2 | -0.4 | -3.3
C/C(N)=C(/C#N)C(=O)CSc1nc2ccccc2[nH]1 | -35.1 | -15.8 | 19.9 | -17.7 | -10.2 | -2.2 | -1.0 | -1.9
Cc1ccc([C@@H]2CC=C(C(=O)O)[C@H](c3ccc(F)cc3)N2S(=O)(=O)c2ccc(C)cc2)cc1 | -3.6 | -5.3 | -9.5 | -29.1 | -6.5 | -3.7 | 6.1 | 2.1
Cc1ccc2c(c1)NCC(C(=O)NC1CCCCC1)O2 (configuration not stated) | 51.5 | 13.3 | -0.3 | -12.7 | 0.0 | 0.2 | -4.8 | 3.7
O=C(CN1C(=O)c2ccccc2S1(=O)=O)NCc1c(F)cccc1F | 3.0 | 1.6 | -5.9 | 2.4 | 21.9 | 8.0 | -3.9 | 4.4
CC(=O)Nc1ccc(C(=O)OC2CCCCC2=O)cc1 (configuration not stated) | -8.1 | -9.8 | -10.1 | 2.7 | -4.7 | -8.5 | -0.2 | -10.2
Cc1ccc(S(=O)(=O)NC(=O)c2cccn2C)cc1 | 3.5 | -0.7 | -6.9 | 0.6 | 12.6 | 0.0 | -3.4 | -4.1
O=[N+]([O-])c1ccc(-c2ccc(S(=O)(=O)NCCN3CCCC3)cc2)cc1 | 53.8 | 2.2 | -1.6 | 15.0 | -59.9 | 0.0 | 0.5 | -10.3
Cc1ccc(C)c(NC(=O)CCN2CCC(C)CC2)c1 | -5.8 | 2.8 | -0.5 | 2.0 | -3.3 | 4.2 | -0.9 | 0.0
Cc1cc2ncn(C(=O)c3c(-c4c(Cl)cccc4Cl)noc3C)c2cc1C | -8.7 | -11.8 | -6.8 | 8.7 | -2.0 | 2.9 | 7.6 | 4.4
COc1ccc(/C=C/C(=O)NCC(=O)N/N=C(/C)c2ccco2)cc1 | 16.8 | 7.6 | -6.9 | -11.7 | -15.3 | -2.3 | -3.1 | 4.2
O=C(NNC(=S)Nc1ccc(OC(F)F)cc1)c1cc2c(s1)CCCC2 | -0.7 | 21.7 | -8.5 | -8.9 | 28.9 | 2.1 | -1.9 | -5.1
CCCCNC(=O)Cn1cnc2ccc(S(=O)(=O)N3CCC(C)CC3)cc2c1=O | 7.5 | 8.5 | -0.2 | 5.0 | 7.9 | -4.9 | -2.3 | -5.5
O=C(/C=C/Nc1ccc(F)cc1F)c1ccc(Br)cc1 | -105.5 | 5.8 | -10.1 | -14.3 | -8.9 | 1.9 | 3.6 | 10.7
O=C(NCCc1ccccc1)c1ccc2nccnc2c1 | -21.4 | -17.5 | -8.6 | -2.7 | -1.3 | -6.0 | -0.5 | 3.3
O=C(c1ccc2c3c(cccc13)CC2)C1CCCN(Cc2ccncc2)C1 (configuration not stated) | 9.3 | 6.3 | -6.5 | 18.0 | -7.9 | 2.7 | -0.2 | -4.0
COc1ccc(NC(=O)Nc2ncccc2C)cc1 | -48.1 | 11.9 | -7.2 | -5.6 | -3.3 | 0.1 | -1.9 | 1.5
COCCN1C(=O)c2ccc(C(=O)NCc3cccnc3)cc2C1=O | 26.2 | -2.5 | 5.2 | -2.3 | 10.1 | -4.2 | 3.6 | -15.3
NC(=O)c1ccsc1NC(=O)COC(=O)Cc1ccccc1Cl | -2.1 | 7.9 | -24.3 | 29.6 | 8.2 | -6.9 | -2.0 | 2.8
Cc1cc(C)cc(NC(=S)N2CCC(NC(=O)C3CCCCC3)CC2)c1 | 49.2 | -1.6 | -1.7 | -1.3 | 0.6 | -5.6 | 2.5 | -7.9
O=C1Nc2ccccc2C1=Nc1ccc2[nH]c3ccccc3c2c1 | 11.9 | 15.4 | -1.1 | / | / | 12.0 | / | -1.7
COc1cc(C(=O)N/C(=C/c2ccc(F)cc2)C(=O)NC(C(=O)O)c2ccccc2)cc(OC)c1OC (configuration not stated) | -4.6 | -4.7 | 1.1 | -7.1 | 7.1 | 3.1 | -1.5 | -5.0
